# Bioassay records: PubChem, several laboratories
# DNA FID counter: fluorescent intercalator displacement, NS3 helicase counter-screen; DNA fluorescent intercalator displacement, fluorescence; inhibition, % at 7.9 µM; hit rate 0.17% among 290,000; in the data active means inhibition above about 37%;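 further: 0% = vehicle and 100% = reference compound; higher means more ethidium bromide displaced from hairpin DNA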
# MEKK3 PB1 HTS: MEKK3-MEK5 PB1 interaction, increase or decrease. Q99759. bead-based flow cytometry, Alexa488-MEK5 binding to MEKK3; actives lie on both sides; 0 = blocked by unlabeled MEK5, 100 = vehicle. binding response (% of control), % at 10 µM. hit rate 1.4% among 290,000. AID 1529;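 active means binding response more than 3 SD above or below the average of its plate-row segment, actives on both sides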;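 further: Alexa488 bead fluorescence after subtracting the streptavidin-only scavenger bead signal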
# OXTR ag: human OXTR agonism; activation, % at 3 µM; AID 2435; CHO-OTR cells, Fluo-8 calcium fluorescence; normalized: DMSO 0%, oxytocin 100%; hit rate 0.32% among 320,000; P30559;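 active means activation above the mean of all tested compounds plus 3 SD, cutoff set per screening run, cut at about 20% in these data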;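 further: peak over basal fluorescence ratio from a 100 s FLIPR kinetic read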
# Target sequence (P30559 whole entry, looked up): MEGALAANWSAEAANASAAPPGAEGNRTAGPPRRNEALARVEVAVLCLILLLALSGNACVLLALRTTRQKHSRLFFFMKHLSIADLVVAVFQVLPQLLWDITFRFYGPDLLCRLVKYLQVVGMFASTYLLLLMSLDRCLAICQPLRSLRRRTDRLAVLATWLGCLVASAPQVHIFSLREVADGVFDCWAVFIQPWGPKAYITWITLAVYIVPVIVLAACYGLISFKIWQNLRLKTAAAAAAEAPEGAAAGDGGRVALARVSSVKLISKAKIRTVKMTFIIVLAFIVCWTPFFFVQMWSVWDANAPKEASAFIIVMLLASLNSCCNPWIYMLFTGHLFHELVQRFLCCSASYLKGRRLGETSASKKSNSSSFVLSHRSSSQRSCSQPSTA
# PfM18AAP inh: blocks P. falciparum M18 aspartyl aminopeptidase | inhibition, % at 7.35 µM | AID 1822 | hit rate 1.2% among 290,000 | recombinant PfM18AAP, H-Glu-NHMec fluorogenic cleavage;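 active means inhibition above the campaign mean inhibition over all tested compounds plus 3 SD, cut at about 28% in these data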;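 further: 0% = plate median of test compound wells and 100% = 2 mM ZnCl2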
# GPR7 antagonist: human neuropeptides B/W receptor 1 antagonism; GPR7-expressing cells, fluorescence antagonist assay; hit rate 1.1% among 290,000; inhibition, % at 4.4 µM; in the data active means inhibition above about 16%, passing the limit was not always enough;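 further: cells stimulated with the agonist NPW; 0% = agonist with vehicle and 100% = vehicle without agonist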
# Target sequence (P48145 whole entry, looked up): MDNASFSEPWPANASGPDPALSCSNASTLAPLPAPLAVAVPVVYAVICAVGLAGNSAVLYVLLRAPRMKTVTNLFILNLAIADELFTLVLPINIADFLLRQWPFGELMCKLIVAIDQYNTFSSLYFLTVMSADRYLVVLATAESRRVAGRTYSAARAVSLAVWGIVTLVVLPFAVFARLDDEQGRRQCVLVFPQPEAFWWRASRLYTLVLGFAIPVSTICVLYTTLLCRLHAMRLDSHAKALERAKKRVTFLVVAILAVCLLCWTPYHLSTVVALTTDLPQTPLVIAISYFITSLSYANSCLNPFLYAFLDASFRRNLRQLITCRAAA
# MEKK2 mut-MEK5: signal of MEK5 binding to mutant human MEKK2 PB1 domain; bead flow cytometry, Alexa488-MEK5 binding to MEKK2 mutant; percent response, % at 10 µM; hit rate 0.35% among 290,000; AID 1530; in the data active means percent response above about 24%, passing the limit was not always enough; further: inactives centre near 1; some results filed as inactive read as strong as hits; reference of the scale not given here
# NALP1 yeast inh: NALP1 inhibition; AID 2071; hit rate 0.61% among 280,000; S. cerevisiae NALP1/ASC/caspase-1 growth, X-gal OD620, 72 h; inhibition, % at 10 µM; in the data active means inhibition mostly above about 24%, no sharp cut-off; inactive means mostly below about 32%; further: some compounds called inactive have numbers as strong as hits
# PHOSPHO1 inh: PHOSPHO1 (human) inhibition; recombinant PHOSPHO1, absorbance phosphatase assay; inhibition, % at 13.3 µM; Q8TCT1; hit rate 1.1% among 290,000; in the data active means inhibition above about 60%
# Target sequence (Q8TCT1 whole entry, looked up): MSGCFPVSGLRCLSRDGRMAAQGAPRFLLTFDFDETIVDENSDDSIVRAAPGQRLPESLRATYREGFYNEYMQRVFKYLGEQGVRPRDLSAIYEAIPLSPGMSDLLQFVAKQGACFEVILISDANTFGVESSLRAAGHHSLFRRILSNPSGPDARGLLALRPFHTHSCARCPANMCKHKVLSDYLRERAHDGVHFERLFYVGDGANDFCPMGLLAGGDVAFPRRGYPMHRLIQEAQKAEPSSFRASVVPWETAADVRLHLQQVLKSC
# MEKK2 WT-MEK5: raises or lowers MEK5 binding to wildtype human MEKK2 PB1 domain; bead flow cytometry, Alexa488-MEK5 binding to MEKK2 WT; actives lie on both sides; binding response (% of control), % at 10 µM; hit rate 1.1% among 290,000; in the data active means binding response below about 67% or above about 130%
# An asterisk follows results filed as active; x = no result given. Not a hit list, and some 6.2% of all compounds hit somewhere here.
SMILES,DNA FID counter,MEKK3 PB1 HTS,OXTR ag,PfM18AAP inh,GPR7 antagonist,MEKK2 mut-MEK5,NALP1 yeast inh,PHOSPHO1 inh,MEKK2 WT-MEK5
COc1ccc(CCNC(=O)c2ccc(N(C)S(=O)(=O)c3ccc(C)cc3)cc2)cc1OC,-42,103,-2.4,6,-1,3,-8,50,103
CCn1c(CNC(=O)Cc2ccc(OC)cc2)nnc1SCC(=O)c1ccc(Br)cc1,-17,102,5.9,-3,-4,10,2,8,106
O=S1(=O)N=C(Nc2ccc(O)cc2)c2ccccc21,3,106,-0.8,1,-8,-1,12,-42,103
Cc1ccc(Oc2ccc(NC(=O)c3ccco3)cc2)cc1,-11,101,-0.4,-3,-1,1,19,25,102
O=C(NCC(=O)N(CC1CCCO1)C(C(=O)NC1CCCC1)c1ccc(F)cc1)c1ccco1 (stereo not given),-22,103,0.1,4,-2,5,1,7,109
COc1ccc(CC(=O)Nc2ccccc2N2CCCC2)cc1OC,-25,96,1.0,21,-16,1,0,24,98
CCCCn1c(NS(=O)(=O)c2ccc(C)cc2)c(S(=O)(=O)c2ccccc2)c2nc3ccccc3nc21,-7,97,0.1,9,-2,1,8,-1,102
COc1ccc(C(CC(=O)N2CCCCC2)c2c(O)cc(OC)cc2OC)cc1 (stereo not given),x,81,0.5,x,x,-2,11,44,72
CCOc1cccc(C(=O)NNC(=O)CCC(=O)O)c1,-6,98,0.4,-7,-8,0,30,3,99
Cc1ccc2nc(SCC(=O)Nc3ccc4c(c3)OCCO4)[nH]c2c1,-10,106,1.9,-2,-13,5,15,10,106
CSc1cccc(CNC(=O)C2CCC(=O)N(CCc3ccccn3)C2)c1 (stereo not given),-12,96,-0.6,1,-4,2,12,x,100
CC(C)(C)c1ccc(C(=O)N2CCCC2c2cccs2)cc1 (stereo not given),-39,101,1.4,8,-3,1,12,9,101
O=C(CN(c1ccc(Cl)c(C(F)(F)F)c1)S(=O)(=O)c1ccccc1)N1CCOCC1,-25,99,-1.9,-13,-1,1,22,-5,95
COC(=O)c1ccsc1NC(=O)CCS(=O)(=O)c1ccccc1,-9,102,-0.9,0,-9,-2,-4,17,102
COc1ccc(C2CC(=O)C=C(NCc3ccc4c(c3)OCO4)C2)cc1 (stereo not given),-16,86,-0.9,4,-8,-21,x,61*,94
COc1ccccc1C(=O)Nc1ccc2c(c1)CCCN2C(=O)c1cccs1,-38,93,0.9,3,7,-5,19,22,97
COc1ccccc1N1CCN(C(=O)COc2cc(C)cc3oc(=O)cc(C)c23)CC1,-40,102,-0.3,2,-6,7,15,15,103
COc1ccc(CNC(=O)c2ccccc2SC)cc1,-6,98,-0.1,6,-1,-4,5,7,100
Cc1ccc(-c2nn3c(C)nnc3c3ccccc23)cc1S(=O)(=O)NCc1ccco1,-8,90,-0.7,-3,-11,-5,16,-40,90
Cc1cccc(C)c1Nc1c(-c2ccc(N3CCOCC3)cc2)nc2cnccn12,-32,95,1.6,6,-16,-3,x,27,98
COC(=O)c1ccccc1NC(=O)c1ccc2nccnc2c1,1,98,-0.6,3,-10,-1,-15,-10,98
COc1ccc(CN(C)CC2CCCN(CCc3ccccc3C)C2)cc1O (stereo not given),11,102,-0.5,-7,-4,8,-19,x,115
O=C(O)CNC(=O)CCN1C(=O)c2ccccc2C1=O,0,99,0.1,6,-4,1,10,-6,98
COC(CNC(=O)CNC(=S)N(Cc1ccccc1)Cc1cccnc1)OC,-17,106,0.4,4,-6,0,-10,12,101
COc1cc(NC(=O)C2CC(c3c(F)cccc3Cl)=NO2)cc(OC)c1OC (stereo not given),-33,106,9.3,-7,-1,3,-7,15,104
CN(c1ccccc1)S(=O)(=O)c1ccc(Cl)c(C(=O)OCC(=O)NCc2ccco2)c1,-30,95,-0.1,13,-3,-3,9,16,99
O=C(CN1CCN(c2nc(-c3ccccc3)cs2)CC1)NNC(=O)c1ccco1,-10,101,0.5,6,-10,-2,-5,-2,101
O=C(Nc1cccnc1)Nc1ccc(Br)cc1Cl,1,104,-0.3,-6,-7,1,12,-10,101
O=C(C1CCC(CNc2c(N3CCCCC3)c(=O)c2=O)CC1)N1CCN(C2CCCCC2)CC1 (stereo not given),-4,93,0.8,-2,-4,-7,7,2,87
COc1ccc(C2C3=C(CCCC3=O)N(CC(=O)O)C3=C2C(=O)CCC3)cc1Cl,-9,101,-0.9,17,0,7,-1,19,108
COc1cc(C(=O)NCCC2=CCCCC2)ccc1OC1CCN(C(C)=O)CC1,-42,97,0.2,1,7,3,7,28,98
COc1ccc(-c2oc3ccc(-c4cc(OC)c(OC)c(OC)c4)cc3c2C#Cc2ccsc2)cc1,-4,98,0.2,3,1,-2,2,-24,100
COCCNc1nc(N)c([N+](=O)[O-])c(NCc2ccccc2)n1,-14,98,x,-1,-18,-19,17,33,100
CCC(C)N1CC(C(=O)NC2CCCCC2)CC1=O (stereo not given),-2,99,0.9,2,-6,4,5,-1,101
COc1cccc(-n2cc(C(=O)NC(C)C)c3ccccc3c2=O)c1,-5,104,0.6,-7,16,-1,38,38,104
CCOC(=O)c1sc(NC(=O)OC)c(C(=O)OC)c1C,-1,98,1.0,0,10,-1,8,-8,97

# Entries from the list above that contain a COOH group:
SMILES,DNA FID counter,MEKK3 PB1 HTS,OXTR ag,PfM18AAP inh,GPR7 antagonist,MEKK2 mut-MEK5,NALP1 yeast inh,PHOSPHO1 inh,MEKK2 WT-MEK5
CCOc1cccc(C(=O)NNC(=O)CCC(=O)O)c1,-6,98,0.4,-7,-8,0,30,3,99
O=C(O)CNC(=O)CCN1C(=O)c2ccccc2C1=O,0,99,0.1,6,-4,1,10,-6,98
COc1ccc(C2C3=C(CCCC3=O)N(CC(=O)O)C3=C2C(=O)CCC3)cc1Cl,-9,101,-0.9,17,0,7,-1,19,108

# The list goes on:
SMILES,DNA FID counter,MEKK3 PB1 HTS,OXTR ag,PfM18AAP inh,GPR7 antagonist,MEKK2 mut-MEK5,NALP1 yeast inh,PHOSPHO1 inh,MEKK2 WT-MEK5
CC(=O)c1ccc(NC(=O)C2CCCNC2=O)cc1 (stereo not given),2,102,0.5,-2,-16,0,-9,4,100
CCCN1CCN(C(=O)Nc2ccc(C(=O)OCC)cc2)CC1,0,105,1.6,4,-9,5,20,-7,101
O=C(CNC(=O)c1ccccc1F)OC(C(=O)Nc1cc(C(F)(F)F)ccc1Cl)c1ccccc1 (stereo not given),-1,95,-0.6,-12,5,-5,41*,8,91
CC1(C)Oc2cc(N)c([N+](=O)[O-])cc2O1,1,109,-1.5,20,-17,12,-12,37,106
CCn1c(-c2ccccc2Cl)nn(CC(=O)Nc2ccccc2OC)c1=S,-23,105,-0.6,1,-2,13,7,17,104
CCCOc1ccc(CNC(=O)Cn2ncc3ccccc32)cc1,-28,104,-0.4,1,-19,5,x,8,103
COc1ccc(NC(=S)NCCCN2CCN(C3CCCCC3)CC2)cc1,4,94,-2.4,-8,-2,-2,-6,-9,92
COc1ccc(Br)cc1/C=N/NC(=O)c1ccco1,-5,103,-0.2,-6,3,-9,-1,-1,92
COCC(=O)n1nc(-c2ccccc2)nc1NCc1ccc(N(C)C)cc1,0,109,0.0,-2,-10,2,-45,-30,110
O=C(Nc1ccccc1)/C(=C\c1ccc2c(c1)OCO2)NC(=O)c1ccco1,-1,99,0.6,3,6,8,2,2,94
Cc1ccc(CSCC2Nc3ccc(C(=O)N4CCN(c5ccc(F)cc5)CC4)cc3NC2=O)cc1 (stereo not given),-27,99,-1.0,10,-5,0,-5,-36,94
N=c1ccn(Cc2ccc(Cl)cc2)cc1,-1,100,0.1,-6,-11,0,25,14,100
O=S1(=O)CCN=C2SC3=C(CCCC3)N21,1,103,0.1,2,-11,3,32,17,104
CN1C2CCC1CC(NC(=O)CSc1ccc(Cl)cc1)C2 (stereo not given),6,96,-0.2,5,-5,-18,35,33,94
COc1ccc(-c2ccc(SC)nn2)cc1,-1,103,-1.6,-13,-6,12,-3,30,99
CCOC(=O)Cc1c(C)nc2c(-c3ccc(Cl)cc3)cnn2c1C,0,100,-0.8,1,-11,0,7,-7,100
N#CCSc1nc2c(cc1C#N)CCCC2,10,89,-2.1,4,-11,-5,1,17,89
Cc1nn(Cc2cccc(C(=O)O)c2)c(C)c1[N+](=O)[O-],2,106,-0.5,-14,0,9,16,24,102
CCC1CCCCN1C(=S)Nc1ccc(S(=O)(=O)Nc2ncccn2)cc1 (stereo not given),-6,96,0.2,0,0,-1,24,33,100
O=C(CSc1nnc(NC(=O)c2ccc(F)cc2)s1)NC1CC1,-6,101,-0.1,2,1,3,7,4,95
O=C(NCc1ccco1)C1CCN(c2nc3ccccc3n2Cc2ccc(F)cc2)CC1,-26,100,-0.7,9,-16,4,-22,9,98
CCOc1ccccc1CN1CCNC(=O)C1CC(=O)NC1CCCCC1 (stereo not given),-41,103,-0.4,-7,2,3,13,2,105
COc1ccc(S(=O)(=O)NCC(c2cccnc2)N2CCN(Cc3ccccc3)CC2)cc1 (stereo not given),0,102,-0.6,-6,-4,9,1,32,112
COc1cccc(C(=O)NCCN2C(=O)S/C(=C/c3cccs3)C2=O)c1OC,-16,101,0.2,2,-13,-1,-9,47,103
Nc1nc(SCC(=O)c2c(N)n(Cc3ccccc3)c(=O)[nH]c2=O)n[nH]1,-1,99,0.4,-2,-4,1,x,25,102
Cc1cc(/C=N/n2cnnc2)c(C)n1-c1ccc2c(c1)OCO2,-3,103,1.4,10,13,2,25,-16,105
CC1=Nn2c(nnc2-c2n[nH]c3c2CCC3)SC1,7,99,-0.2,2,-3,6,4,11,105
COc1ccc(C(=O)C2CCCN(Cc3sc(N4CCCC4)nc3Cl)C2)c(OC)c1 (stereo not given),6,99,-1.5,-11,-1,-3,5,26,101
CCn1c(SCC(=O)OC)nnc1-c1ccc(C)cc1,-6,101,0.1,1,0,8,7,20,98
COc1ccc(/C(C)=N\NC(=O)c2ccc(-c3ccccc3)cc2)c(F)c1,-35,103,x,-1,-26,7,-5,13,108
C#Cc1ccc(CN2CCN(Cc3ccsc3)C(CCO)C2)cc1 (stereo not given),5,96,2.3,1,5,-9,6,29,92
CCCOc1ccc(C2=NNC(c3cccs3)=Nc3ccc(OC)cc32)cc1,-14,141*,-2.4,-1,-12,6,11,-19,87
CCNC(=O)NC(=O)C(C)OC(=O)[C@H](C)NS(=O)(=O)c1c(C)c(C)cc(C)c1C (stereo not given in full),-35,104,-0.4,0,-2,6,x,-40,99
CCOc1cccc(/C=N/Nc2nc(N3CCCC3)nc(N3CCCC3)n2)c1O,-14,101,-1.7,-1,1,-2,x,4,102
O=C1C(=O)N(CCS(=O)(=O)c2ccccc2)c2ccccc21,-9,103,0.9,3,17,2,16,7,102
CC1(C)OC(=O)C(=Cc2ccc[nH]2)C(=O)O1,-1,102,-0.2,0,-13,13,19,30,103
COc1cccc(CC2(CO)CCN(Cc3ccc4cccc(F)c4n3)CC2)c1,14,92,0.3,6,-3,-7,13,31,95
COc1cc(C(=O)OCC(=O)Nc2ccc(OC(F)F)cc2)cc(OC)c1OC,-16,99,0.3,4,5,0,-9,47,97
COC(=O)C1C2C=CC3(CN(Cc4cccs4)C(=O)C13)O2 (stereo not given),4,95,-0.4,2,-8,-1,-20,-8,97
Cn1ccsc1=NC(=O)c1ccc(Cl)c([N+](=O)[O-])c1,3,100,0.2,0,6,6,30,11,98
CC1CCC(NC(=O)CCNC(=O)c2ccccc2)CC1 (stereo not given),-5,65,-0.4,-9,12,-10,37,20,79
CCC(=O)N1CCc2cc(Br)cc(S(=O)(=O)CCC(=O)NCc3ccco3)c21,-6,101,-1.7,5,-1,0,13,-1,103
COc1ccc(CCCc2nnc(SCC(=O)Nc3cc(C)c(C)cc3Br)o2)cc1,-29,91,-0.4,-5,4,-10,26,2,90
